FBW7 activator – activators of human E3 ligase FBW7; AlphaScreen FBW7–phospho-cyclin E peptide binding, activator screen; Q969H0; normalized activity (activation), % at 26.1 µM; 650,000 tested, 0.13% active; AID 1259310; in the data active means normalized activity above about 1.9%;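 further: purified mutant Fbw7 with reduced substrate affinity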
TEAD-YAP inh – TEAD-YAP interaction inhibition; HEK-TIYL cells, TEAD-Gal4/YAP UAS-luciferase luminescence; AID 1259422; inhibition, % at 9.12 µM; 640,000 tested, 1.4% active; in the data active means inhibition above about 32%;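 further: 0% = median of test compound wells and 100% = reference inhibitor wells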
GPR151 ag – activators of human GPR151; Q8TDV0; PathHunter beta-arrestin GPR151 cells, luminescence; activation, % at 11.2 µM; 650,000 tested, 1% active; AID 1508602; in the data active means activation above about 4.9%;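 further: 0% = median of compound wells and 100% = cells with positive control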
Target sequence (Q8TDV0 whole entry, looked up): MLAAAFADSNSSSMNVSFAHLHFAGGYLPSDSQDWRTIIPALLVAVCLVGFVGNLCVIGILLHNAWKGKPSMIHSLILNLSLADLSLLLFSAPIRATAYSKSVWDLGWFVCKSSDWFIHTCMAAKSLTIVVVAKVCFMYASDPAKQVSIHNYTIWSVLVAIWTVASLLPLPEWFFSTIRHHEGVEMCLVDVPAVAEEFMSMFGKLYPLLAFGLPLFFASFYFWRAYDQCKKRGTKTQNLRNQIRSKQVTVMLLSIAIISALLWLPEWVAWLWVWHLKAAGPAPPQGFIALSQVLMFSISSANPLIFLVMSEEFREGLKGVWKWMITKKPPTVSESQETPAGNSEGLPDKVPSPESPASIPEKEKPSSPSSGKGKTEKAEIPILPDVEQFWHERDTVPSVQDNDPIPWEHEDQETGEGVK
MITF inh – blocks human microphthalmia-associated transcription factor. AlphaScreen MITF homodimerization, bead proximity signal. 650,000 tested, 0.91% active. inhibition, % at 2.6 µM. O75030; in the data active means inhibition above about 50%;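 further: 0% = vehicle wells with protein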
Target sequence (O75030 whole entry, looked up): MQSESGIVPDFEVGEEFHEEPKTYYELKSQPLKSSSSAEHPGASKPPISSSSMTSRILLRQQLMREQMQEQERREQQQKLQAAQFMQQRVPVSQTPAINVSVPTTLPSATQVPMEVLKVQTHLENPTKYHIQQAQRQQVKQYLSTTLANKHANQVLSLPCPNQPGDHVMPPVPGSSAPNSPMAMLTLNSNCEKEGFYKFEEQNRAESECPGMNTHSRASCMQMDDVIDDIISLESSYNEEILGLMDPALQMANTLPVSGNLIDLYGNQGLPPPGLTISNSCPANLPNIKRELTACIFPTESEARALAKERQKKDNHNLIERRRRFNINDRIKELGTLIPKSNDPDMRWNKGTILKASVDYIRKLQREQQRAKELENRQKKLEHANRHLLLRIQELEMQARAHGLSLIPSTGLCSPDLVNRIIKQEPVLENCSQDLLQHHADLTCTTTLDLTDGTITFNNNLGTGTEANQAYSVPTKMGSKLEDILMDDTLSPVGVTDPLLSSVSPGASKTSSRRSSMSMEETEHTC
* = called active by the depositor; . = not tested or not shown.

SMILES	FBW7 activator	TEAD-YAP inh	GPR151 ag	MITF inh
CCN(CC)S(=O)(=O)c1cc([N+](=O)[O-])ccc1N/N=C(\C)C(C)C	0.0	9	-0.7	4
CC(C)(C)OC(=O)N1CCC(CNC(=O)c2ccno2)CC1	1.6	3	-0.2	-4
Cc1cccc(OCC(=O)Nc2ccc(S(=O)(=O)Nc3ccccn3)cc2)c1	0.1	14	-0.8	-7
O=C(O)C1=CC(c2ccc(F)cc2)n2c(nc3ccccc32)N1 (stereo not given)	0.1	-11	1.1	20
Cc1cc(C)cc(NC(=S)N2CCn3cccc3C2c2cccs2)c1 (stereo not given)	-0.1	-4	0.5	-2
CC(C)NS(=O)(=O)c1ccc2[nH]c3nc(SCC(=O)Nc4ccc5c(c4)OCCO5)nnc3c2c1	0.4	9	-0.4	46
O=C(O)Cc1ccc(N2C(=O)/C(=C/c3ccncc3)SC2=S)cc1	-0.7	1	-0.4	9
O=C(CC1(O)C(=O)Nc2ccc(Cl)cc21)c1ccc(Br)cc1 (stereo not given)	0.0	13	-0.1	0
CC1(C)CC(=O)C=C(Nc2ccccc2Oc2ccccc2)C1	0.1	4	0.8	-19
COc1ccccc1Nc1nnc(SCC(=O)N(C)C2CCCCC2)s1	0.1	1	-1.5	18
CCCCn1c(CNC(=O)COc2ccccc2)nnc1SC(C)C(=O)Nc1sc(C(=O)OCC)c(C)c1C(=O)OCC (stereo not given)	-0.1	4	2.1	6
COc1ccccc1Nc1cc(N2CCCCC2)c2nonc2c1[N+](=O)[O-]	-0.1	-6	0.3	5
O=C1N=c2ccccc2=C1c1sc(Nc2cccc(O)c2)nc1O	-0.2	-15	2.6	10
Cc1c(C(=O)Nc2ccccc2F)sc2ncnc(N3CCN(c4ccccc4)CC3)c12	1.9*	-13	-0.4	17
CCOc1cc(C2NC(=O)NC(C)=C2C(=O)OCc2ccc3c(c2)OCO3)ccc1O (stereo not given)	-0.1	6	0.7	-1
CCCCC[C@@](C)(O)/C=C/[C@H]1C(=O)C[C@H](O)[C@@H]1C/C=C\CCCC(=O)O	.	.	3.1	-12
COC(=O)c1cnn2c(C)c(Cc3ccccc3F)c(C)nc12	-0.1	-5	0.2	6
Fc1ccccc1Nc1nc(-c2cccs2)cs1	-0.1	-2	-5.1	5
Cc1ccc(C)c(Oc2coc3cc(OC(=O)c4ccc(Br)cc4)ccc3c2=O)c1	-0.1	-1	-1.8	5
O=c1nc2c(-c3cccc(Br)c3)n[nH]n2c2ccccc12	-0.1	2	0.4	10
CCSc1nnc2[nH]c(=O)c(C)c(C)n12	-0.2	10	0.8	-3
CCOC(=O)c1c(C)c(C(=O)NCc2ccccc2)c(C)n1CC	-0.3	-2	0.1	0
CCc1ccc(-n2nc3cc(C)c(N)cc3n2)cc1	0.6	-32	-0.9	8
Cc1ccccc1CN1C(=O)CSc2ccc(C(=O)NCC3CCCO3)cc21 (stereo not given)	0.5	12	-0.4	13

Continued, starting with the last 2 of the part before.
SMILES	FBW7 activator	TEAD-YAP inh	GPR151 ag	MITF inh
CCc1ccc(-n2nc3cc(C)c(N)cc3n2)cc1	0.6	-32	-0.9	8
Cc1ccccc1CN1C(=O)CSc2ccc(C(=O)NCC3CCCO3)cc21 (stereo not given)	0.5	12	-0.4	13
CCCCOc1ccccc1/C=c1\sc2nc3ccccc3n2c1=O	-0.1	7	0.4	2
CCCCOc1ccc(C(=O)Nc2c3c(nn2-c2ccc(C)cc2)CS(=O)(=O)C3)cc1	-0.1	-4	1.9	5
CC(C)CCCC(C)C1CCC2C3CC=C4CC(OC(=O)Oc5cccc(Cl)c5)CCC4(C)C3CCC12C (stereo not given)	0.0	-8	-0.4	6
O=C(c1cnccn1)N1CCC2(CC1)CC(O)(c1nccs1)CO2 (stereo not given)	0.0	-10	0.5	8
CC1CCN(c2nc3c(c(=O)[nH]2)CN(Cc2ccccn2)CC3)CC1	-0.1	0	1.1	2
CC1=NOC(=O)/C1=C/c1ccc(N2CCOCC2)cc1	0.2	2	-0.5	42
Cc1cccc(N2CCN(C(=O)c3ccc([N+](=O)[O-])cc3)CC2)c1C	0.8	-5	0.4	13
Cc1ccnc(SCC(=O)c2cccc([N+](=O)[O-])c2)n1	0.0	-6	-0.2	1
COC(=O)C1=C(C)N(Cc2ccccc2)C(=O)NC1c1ccccc1 (stereo not given)	-0.2	6	1.6	-7
Cc1ccc(NC(=O)C2CC(=O)N=C(N)S2)cc1Cl (stereo not given)	-0.1	-2	0.0	2
CSC1=NC(=Nc2cccc(C)c2)C2(CCCC2)N1c1ccc(Br)cc1	0.0	3	-0.8	-7
CC(=O)NC(CCC(=O)OCc1ccccc1)C(=O)OCc1ccccc1 (stereo not given)	0.0	2	-0.7	-7
O=C(NC(CO)Cc1ccccc1)c1ccccc1C(=O)NC(CO)Cc1ccccc1 (stereo not given)	0.1	9	4.6	-3
O=C(NNC(=S)NCc1ccc2c(c1)OCO2)c1c[nH]c2ccccc12	0.8	-2	-0.3	-2
CCCCOc1ccc2c(=O)c(Oc3cc(C)ccc3C)coc2c1	0.0	0	2.3	1
CCNC(=O)OCCC12CC3CC(CC(C3)C1)C2	0.1	-11	-1.4	0
CC1=CSC2=NC(=O)/C(=C/c3cc(C)n(-c4ccccc4F)c3C)C(=N)N12	0.1	52*	0.2	29
COC(=O)CNC1CCN(c2ccc(NC(=O)C3CCCC3)cc2)CC1	0.1	2	-0.6	0
CC(O)CSc1nc2c(c(=O)[nH]c(=O)n2C)n1Cc1ccccc1 (stereo not given)	0.3	-8	-0.1	7
COc1cc(C(=O)Nc2ccc(-c3cn4ccc(C)cc4n3)cc2)cc(OC)c1OC	0.2	-7	0.6	2
Cn1c(SCc2nc3ccccc3[nH]2)nnc1-c1ccccn1	-0.1	-11	2.3	21
COc1cccc(C2=CC(c3ccccc3Cl)n3nnnc3N2)c1 (stereo not given)	0.1	-5	-0.4	15
COC(=O)/C=C1\Nc2cc(Cl)ccc2OC1=O	0.0	-16	-0.3	18
COc1ccc(CCNC(=O)c2cc(N3CCc4ccccc4C3)nc3ccccc23)cc1	0.4	-4	3.5	-1
CC(C)N(CCO)C(=O)CC1C(=O)NCCN1Cc1cccc(Oc2ccccc2)c1 (stereo not given)	0.0	3	-1.0	13
Cc1ccc(CN2C[C@@H]3C[C@@H](c4ccccc4-c4ccc(C)o4)N4CCC[C@@]34C2=O)o1	0.1	-8	4.9	10
CCCCNC(=O)CS(=O)Cc1nc(-c2cccs2)oc1C (stereo not given)	0.0	3	0.0	6
CS(=O)(=O)c1ccc(Cl)c(C(=O)OCC(=O)NC2CCCCCCC2)c1	0.1	-13	-0.9	-7
CCC(C)N1C(=O)CN(C2CCCCCC2)C(=O)C1c1ccccc1F (stereo not given)	0.1	-8	1.0	-13
O=C(Nc1ccccc1)c1ccccc1OS(=O)(=O)c1ccc([N+](=O)[O-])cc1	0.1	-6	-0.1	8
COc1cc(/C=C(\C#N)C(=O)Nc2ccccc2Cl)cc([N+](=O)[O-])c1O	-0.3	-9	-0.6	-4
CC1CCCN(c2nc3c(c(=O)[nH]2)CN(Cc2ccnc4ccccc24)CC3)C1 (stereo not given)	-0.1	-4	-1.2	0
CCOC(=O)C1=C(C)N=c2s/c(=C/c3ccc(-c4cc(Cl)ccc4Cl)o3)c(=O)n2C1c1ccc(OC)cc1OC (stereo not given)	-0.2	-3	0.6	-2
CC[C@@H]1NC(=O)[C@H]2CN(C(=O)c3ccc(OC)cc3)CCN2C1=O	0.2	-1	0.1	0
COC(=O)CNC(=O)c1cc2c(=O)n3cccc(C)c3nc2n1C	0.1	-4	-0.9	13
CCOC(=O)c1c(NC(=O)CSc2nnc(CNC(=O)c3cccc(OC)c3)n2-c2cccc(Cl)c2)sc2c1CCC2	-0.1	-10	0.0	-7
Cc1ccc(Cl)cc1N(CC(=O)Nc1ccccc1Br)S(C)(=O)=O	-0.1	3	-0.5	-9
COc1ccc(C(=O)CN2CCN(S(=O)(=O)c3ccc(C(C)C)cc3)CC2)cc1	-0.1	13	0.6	3
Cc1ccc(C)c(C(=O)Nc2ccc3c(c2)CN(S(=O)(=O)c2ccccc2)CC3)c1	-0.2	1	1.3	-3
CN(C)S(=O)(=O)c1ccc(N)c(N)c1	-0.2	-24	1.7	-8
C=CCSc1nc2c(c(=O)n1C1CCOC(C)(C)C1)C1(CCCCC1)Cc1ccccc1-2 (stereo not given)	0.0	-5	0.0	43
C=CCc1ccccc1Oc1cc(OC)nc(N)n1	0.0	-7	-0.3	2
O=C(NCc1cccnc1)c1ncoc1-c1cccc(Cl)c1	0.2	13	-0.5	21
CC(=O)Nc1ccc(Nc2ncnc3nc(-c4ccc(N5CCOCC5)nc4)[nH]c23)cc1	-0.1	28	-1.4	0
COc1cc(C(=O)Nc2sc3c(c2C(N)=O)CCCC3)ccc1OCc1ccccc1Cl	0.1	-5	-1.1	-3
COc1ccc(/C=N/N2C(=N)SCC2=O)cc1	-0.1	1	-0.3	-9
CCOc1ccc(C(=O)N2CCCCCC2)cc1OCC	0.0	-11	1.6	1
N#Cc1ccc(OCC(=O)NNC(=O)COc2cccc(F)c2)cc1	-0.1	2	1.5	0
COc1ccc2c(C)nc(N3CCCC(C(=O)NC4CCOC4)C3)nc2c1 (stereo not given)	-0.1	4	-0.5	8
COc1ccc(-c2nc3cc(NC(=S)NC(=O)c4ccco4)ccc3o2)cc1Cl	-0.2	-2	0.9	1
O=C(NC1CCCCCC1)C1CC(O)CN1C(=O)OCc1ccccc1 (stereo not given)	0.1	1	0.6	1
CCC(=O)N1c2ccccc2-c2nnc(SC)nc2OC1c1sccc1C (stereo not given)	0.0	2	-0.4	-2
Cc1c(Cl)cccc1NC(=O)CC1CCS(=O)(=O)C1 (stereo not given)	0.0	-8	-1.1	1
COCCN1C(=O)/C(=C\c2cc(C)n(-c3ccc(Cl)cc3Cl)c2C)C(C(=O)OC)=C1C	-0.3	8	0.5	11
COc1ccc(C(=O)NCCc2nnc3n2CCN(CC2CC=CCC2)CC3)cc1 (stereo not given)	1.3	1	-0.5	20
O=C(Nc1ccccc1-c1nc2ccccc2[nH]1)c1cccc(N2C(=O)CCC2=O)c1	0.3	11	-0.6	15
Cc1onc(-c2ccccc2Cl)c1C(=O)N1CCN(C)CC1	-0.2	0	1.3	0
CCN1CCN(C(C)C(=O)N2CCc3ccccc32)CC1 (stereo not given)	-0.1	2	0.9	-1
c1cncc(-c2ccc(NC3CCc4ccccc43)nc2)c1 (stereo not given)	-0.2	-78	0.0	19
Cc1ccc(CNC(=O)CN(C)S(=O)(=O)c2ccc3c(c2)n(C)c(=O)c(=O)n3C)cc1	0.1	-6	-0.1	-7

Next section
SMILES	FBW7 activator	TEAD-YAP inh	GPR151 ag	MITF inh
CCOC(=O)c1cc(C(=O)OCC)cc(-n2c(C)cc(C(=O)CSc3nnc4ccccn34)c2C)c1	0.1	-3	-1.3	-1
Cc1[nH]c(=O)[nH]c(=O)c1S(=O)(=O)N1CCC(C(=O)NCc2cccs2)CC1	0.0	-3	2.0	0
CC(C)S(=O)(=O)N1CC[C@@H]2[C@H](CCCN2C(=O)CCCc2cccs2)C1	0.0	-15	-0.4	8
Cc1ccc(OCC(=O)Nc2ccc3nc(N4CCOCC4)cc(C)c3c2)cc1	0.1	-4	-0.5	11
O=C(CNC(=O)c1cn(-c2ccccc2)nc1-c1ccc(F)cc1)c1ccccc1	0.0	-12	-0.3	-6
COc1ccc(OCC(=O)NNC(=O)c2cccnc2)cc1	0.0	6	-0.8	-1
Cc1ncc(CO)c(/C=N/NC(=S)Nc2ccc(Cl)cc2)c1O	-0.3	9	-0.5	64*
O=C(OCc1cc2c(cc1[N+](=O)[O-])OCO2)c1ccc([N+](=O)[O-])cc1	0.0	-2	-1.0	27

17 consecutive records from above, quoted:
SMILES	FBW7 activator	TEAD-YAP inh	GPR151 ag	MITF inh
CCN(CC)S(=O)(=O)c1cc([N+](=O)[O-])ccc1N/N=C(\C)C(C)C	0.0	9	-0.7	4
CC(C)(C)OC(=O)N1CCC(CNC(=O)c2ccno2)CC1	1.6	3	-0.2	-4
Cc1cccc(OCC(=O)Nc2ccc(S(=O)(=O)Nc3ccccn3)cc2)c1	0.1	14	-0.8	-7
O=C(O)C1=CC(c2ccc(F)cc2)n2c(nc3ccccc32)N1 (stereo not given)	0.1	-11	1.1	20
Cc1cc(C)cc(NC(=S)N2CCn3cccc3C2c2cccs2)c1 (stereo not given)	-0.1	-4	0.5	-2
CC(C)NS(=O)(=O)c1ccc2[nH]c3nc(SCC(=O)Nc4ccc5c(c4)OCCO5)nnc3c2c1	0.4	9	-0.4	46
O=C(O)Cc1ccc(N2C(=O)/C(=C/c3ccncc3)SC2=S)cc1	-0.7	1	-0.4	9
O=C(CC1(O)C(=O)Nc2ccc(Cl)cc21)c1ccc(Br)cc1 (stereo not given)	0.0	13	-0.1	0
CC1(C)CC(=O)C=C(Nc2ccccc2Oc2ccccc2)C1	0.1	4	0.8	-19
COc1ccccc1Nc1nnc(SCC(=O)N(C)C2CCCCC2)s1	0.1	1	-1.5	18
CCCCn1c(CNC(=O)COc2ccccc2)nnc1SC(C)C(=O)Nc1sc(C(=O)OCC)c(C)c1C(=O)OCC (stereo not given)	-0.1	4	2.1	6
COc1ccccc1Nc1cc(N2CCCCC2)c2nonc2c1[N+](=O)[O-]	-0.1	-6	0.3	5
O=C1N=c2ccccc2=C1c1sc(Nc2cccc(O)c2)nc1O	-0.2	-15	2.6	10
Cc1c(C(=O)Nc2ccccc2F)sc2ncnc(N3CCN(c4ccccc4)CC3)c12	1.9*	-13	-0.4	17
CCOc1cc(C2NC(=O)NC(C)=C2C(=O)OCc2ccc3c(c2)OCO3)ccc1O (stereo not given)	-0.1	6	0.7	-1
CCCCC[C@@](C)(O)/C=C/[C@H]1C(=O)C[C@H](O)[C@@H]1C/C=C\CCCC(=O)O	.	.	3.1	-12
COC(=O)c1cnn2c(C)c(Cc3ccccc3F)c(C)nc12	-0.1	-5	0.2	6
